# Bioassay records deposited in PubChem by National Center for Advancing Translational Sciences (NCATS).
# TRb-SRC2 inh – inhibitors of human thyroid hormone receptor beta-SRC2 interaction. 280,000 compounds, 0.065% hits. Potency, µM (top dose mostly 106 µM), inactives show at the highest dose activity change, negative = inhibition, hits mostly inhibitors. AID 1469. P10828. TRbeta-SRC2 peptide binding, fluorescence polarization; receptor liganded with 1 µM T3;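 further: plate controls were bound peptide for no effect and peptide without receptor for full effect; nearly all actives have a fitted effect of over 50% in size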
#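 Assay buffer: 20 mM Tris-HCl, 100 mM NaCl, 10% glycerol, 1 mM EDTA, 0.01% NP-40, 1 mM DTT, 1 uM T3, 5% DMSO; TRb LBD 0.6 uM, Texas Red SRC2 20 nM; FP after 5 hr.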
# SMN2 splice enh – SMN2 splice variant enhancement; HEK293 SMN2-luciferase splicing reporter, luminescence, 30-36 h; Potency, µM (top dose mostly 46.1 µM), inactives show at the highest dose activity change, positive = activation, actives largely listed as activators; 210,000 compounds, 2.8% hits; AID 1458; further: % of control where 0% means no effect; nearly all actives have a fitted effect of over 55% in size
#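 HEK293 cells carry an SMN2 […]–luciferase reporter in which exon 7 inclusion puts luciferase in frame. Cells were plated 10-12 h before compound addition, then incubated 30-36 h at 37C. ONE-Glo luminescence was read; sodium butyrate at 4.5 mM final served as control.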
# GoLoco inh red – blocks human Gai1 binding to RGS12 GoLoco peptide, red readout | 230,000 compounds, 0.44% hits | Potency, µM (series often up to 61.6 µM), for the others: top-dose activity, negative = inhibition, most hits filed as inhibitors | AID 880 | P63096 | Gai1:RGS12 GoLoco peptide FP, rhodamine, 10 min; active means well fitted inhibition curve with a large enough effect, not every such curve was filed as active; inactive means no such curve, though single readings can be large or run the other way; further: on the % scale 0 is the no-effect control and ±100 the full control effect; nearly all actives have a fitted effect of over 30% in size; many of its hits are not listed in these tables
# RECQ1 helicase – RECQ1 (human) helicase inhibition; P46063; RECQ1 DNA unwinding, red fluorescence kinetic read; Potency, µM (highest dose often 57.3 µM), without a hit: top-dose activity, negative = inhibition, hits mostly inhibitors; 240,000 compounds, 0.54% hits;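 further: plate controls were vehicle for no effect and no enzyme for full effect; nearly all actives have a fitted effect of over 30% in size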
# Target sequence (P46063 whole entry, looked up): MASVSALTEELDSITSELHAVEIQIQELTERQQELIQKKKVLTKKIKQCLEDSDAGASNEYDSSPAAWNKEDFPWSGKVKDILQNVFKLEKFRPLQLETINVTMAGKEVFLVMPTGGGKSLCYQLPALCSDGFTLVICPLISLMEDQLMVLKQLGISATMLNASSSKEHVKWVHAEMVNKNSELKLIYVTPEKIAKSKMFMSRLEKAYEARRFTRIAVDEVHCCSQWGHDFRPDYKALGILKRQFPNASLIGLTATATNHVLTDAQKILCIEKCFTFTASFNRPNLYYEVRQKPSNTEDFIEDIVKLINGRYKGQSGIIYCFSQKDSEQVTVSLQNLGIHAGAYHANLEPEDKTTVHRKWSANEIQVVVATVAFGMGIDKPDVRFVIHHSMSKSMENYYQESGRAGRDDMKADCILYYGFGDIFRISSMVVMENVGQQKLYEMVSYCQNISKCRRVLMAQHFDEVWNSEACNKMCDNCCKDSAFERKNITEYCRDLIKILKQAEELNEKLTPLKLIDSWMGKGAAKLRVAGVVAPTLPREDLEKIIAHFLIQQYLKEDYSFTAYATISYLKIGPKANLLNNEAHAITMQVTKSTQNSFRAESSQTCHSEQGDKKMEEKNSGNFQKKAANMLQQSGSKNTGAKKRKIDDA
#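 50 nM RECQ1T1 preincubated 15 min with compound in Tris pH 8.0 buffer with MgCl2, DTT, Tween-20 and 2.5 ug/ml poly(dI-dC); started with 200 nM TAMRA/BHQ-2 forked duplex and 2 mM ATP. Unwinding read as fluorescence (525/598 nm), two reads 2 h apart.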
# ALDH1A1 block – inhibitors of human aldehyde dehydrogenase 1A1 | AID 1030 | 220,000 compounds, 7.3% hits | P00352 | Potency, µM (series often up to 75.3 µM), for the others: at the top dose activity, negative = inhibition, most hits filed as inhibitors | Purified ALDH1A1, NADH fluorescence, propionaldehyde substrate; active means well fitted inhibition curve with a large enough effect, not every such curve was filed as active; inconclusive means small, poorly fitted or top-dose-only effect, or another doubt; inactive means no such curve, though single readings can be large or run the other way;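 further: plate controls were no enzyme wells and a reference inhibitor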
# Lamin A splicing – changes lamin A minigene splicing in HeLa cells; HeLa LMNA splicing GFP/RFP minigene ratio, 48 h; Potency, µM (doses to about 46.1 µM), inactives show at the top dose ratio change, negative = inhibition, actives largely listed as inhibitors; 200,000 compounds, 0.01% hits; AID 1487; active means well fitted inhibition curve with a large enough effect in the signal ratio, with a control signal flat, not every such curve was filed as active; inconclusive means small, poorly fitted or top-dose-only effect, or effect the other way, or a change in a side signal; the % refers to the signal ratio; further: on the % scale 0 is the no-effect control and ±100 the full control effect
#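 S3 HeLa cells stably expressing lamin A-EGFP splicing minigene plus DsRed2, 600 cells/well, 48 h compound exposure at 37C. Laser-scanning cytometry; analysed as GFP (500-530 nm)/RFP (575-640 nm) total intensity ratio; 0.5% DMSO vehicle.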
# TexasRed fluor – alters Texas Red total fluorescence, flagging assay interference; AID 1479; 280,000 compounds, 0.29% hits; TRb/SRC2 Texas Red total fluorescence interference; Potency, µM (top dose mostly 106 µM), for inactives: at the top dose fluorescence change, negative = quenching; active means well fitted curve in either direction with a large enough effect; inconclusive means small, poorly fitted or top-dose-only effect; further: on the % scale 0 is the no-effect control and ±100 the full control effect
#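 Human TRβ ligand-binding domain (0.6 uM) and Texas Red SRC2 peptide (20 nM) in Tris buffer with 1 uM T3 and 5% DMSO were incubated with pinned compound for 5 hr at ambient temperature. Total fluorescence was computed as S + 2P (555/632 nm).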
# JMJD2E inh – blocks human JMJD2E demethylase activity. AID 2147. 230,000 compounds, 1.6% hits. Potency, µM (highest dose often 57.1 µM), for the others: top-dose activity change, negative = inhibition, usual class: inhibitors. B2RXH2. JMJD2E catalytic domain, FDH-coupled NADH fluorescence (FDH is formaldehyde dehydrogenase); active means well fitted inhibition curve with a large enough effect, not every such curve was filed as active; inconclusive means small, poorly fitted or top-dose-only effect, or another doubt; inactive means no such curve, though single readings can be large or run the other way;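 further: 0% = wells with enzyme and -100% = buffer wells without enzyme; nearly all actives have a fitted effect of over 50% in size; many of its hits are not listed in these tables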
# Target sequence (B2RXH2 1-337 limits assumed): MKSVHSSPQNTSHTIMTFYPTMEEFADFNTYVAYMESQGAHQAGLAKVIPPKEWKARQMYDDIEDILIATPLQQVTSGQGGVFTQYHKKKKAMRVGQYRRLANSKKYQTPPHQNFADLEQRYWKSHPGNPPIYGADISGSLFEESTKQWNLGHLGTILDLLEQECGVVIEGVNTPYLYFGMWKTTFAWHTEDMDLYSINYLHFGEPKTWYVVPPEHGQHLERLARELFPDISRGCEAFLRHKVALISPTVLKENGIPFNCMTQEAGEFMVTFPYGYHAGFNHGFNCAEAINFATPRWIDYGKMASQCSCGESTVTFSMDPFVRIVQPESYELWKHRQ
# * hit, by the source's call; i = inactive; ? = inconclusive; . = not tested or not shown; [ ] = dose if it differs, or a comment. Unless noted, the call rests on the fitted dose curve; in most records, active means well fitted curve in the direction sought with a large enough effect; inconclusive means small, poorly fitted or top-dose-only effect, or another doubt; inactive means no such curve, though single readings can be large; an effect the other way counts as inactive or inconclusive. Potency means the concentration at half of the fitted maximal effect. Only part of the results is shown; count on the stated rates, not on these rows.
SMILES	TRb-SRC2 inh	SMN2 splice enh	GoLoco inh red	RECQ1 helicase	ALDH1A1 block	Lamin A splicing	TexasRed fluor	JMJD2E inh
Cc1ccc(SCCNC(=O)c2ccc(C)c(S(=O)(=O)Nc3ccccc3C)c2)cc1	3%	-18%	7%	-24%	-10%	0%	-1%	-1%
CC1(C)NC(=O)N(CC(O)COc2ccc(N3C(=O)c4ccccc4C3=O)cc2)C1=O (stereo not given)	2%	.	.	-7%	13%	0%	0%	3%
CCC1c2ccc(C)n2CCN1C(=O)Nc1ccccc1OC (stereo not given)	-18%	15%	-27%	i	?	-14%	0%	40%
CCn1cc(C(=O)O)c(=O)c2cc(F)c(N3CCN(C(=O)Nc4ccccc4)CC3)cc21	-19%	18µM*	-3%	-1%	?	?	-1%	?
O=C(/C=C/c1ccc(F)cc1)NCCNC(=O)/C=C/c1ccc(F)cc1	-7%	5%	8%	-5%	10%	.	-2%	-6%
O=C(Nc1ccc2oc(=O)ccc2c1)c1cc([N+](=O)[O-])ccc1N1CCOCC1	0%	21%	4%	-10%	?	-24%[46 µM]	-8%	-24%
COc1ccccc1C(=O)Nc1ccc(N2CCN(S(C)(=O)=O)CC2)cc1	-7%	?	-7%	4%	?	-7%	-3%	-1%
NCC(=O)Nc1ccc(Br)cc1	-4%	-24%	-13%	-6%	11%	2%[9.22 µM]	-1%	6%
CC1CCCN(CCCNC(=O)CCn2nc(-c3ccccc3)ccc2=O)C1 (stereo not given)	-6%	-11%	8%	-3%	22µM*	7%	-8%	?
O=C(COC(=O)c1ccco1)NCc1cccs1	-6%	1%	0%	-5%	3%	-9%	1%	-2%
COc1cccc(/C=N/NC(=O)CSc2ccccc2C)c1O	2%	-98%[inhibitor]	3%	-5%	18%	?	-1%	28µM*
Cn1c(-c2ccccc2)c(/C=N/NC(=O)c2cccnc2)c2ccccc21	4%	?	4%	-11%	-5%	.	-4%	-20%
O=C(Nc1ccc2c(c1)OCO2)c1ccc(Cl)s1	8%	7.1µM*	12%	15%	?	-5%	-11%	5%
Cc1ccc(Cn2c(=N)n(CC(O)COc3ccccc3)c3ccccc32)cc1 (stereo not given)	9%	-23%	-5%	-4%	-8%	?	2%	-7%
COC(=O)C1(C(C)=O)CC2=CC[C@@H]3C(=O)N(c4ccccc4)C(=O)[C@@H]3[C@@H]2Cc2ccccc2[C@@H]1C[N+](=O)[O-] (stereo not given in full)	3%	6%	-8%	-4%	-9%	.	1%	14%
C/C(=N\NC(=O)c1cc(C(C)(C)C)[nH]n1)C12CC3CC(CC(C3)C1)C2	4%	.	7%	0%	-4%	.	-1%	7%
CC(OC(=O)c1cc(S(=O)(=O)N(C)c2ccccc2)ccc1Cl)C(=O)Nc1ccc2c(c1)OCCO2 (stereo not given)	5%	9%	17%	-7%	-4%	-16%	3%	3%
CCSc1nnc(NC(=O)[C@@H](NC(=O)c2ccccc2)C(C)C)s1	-5%	-9%[1.84 µM]	-28%	-3%	7%	-7%	1%	16%
Cc1ccc(-n2c(C)cc3c2CC(C)(C)CC3=O)cc1C	-4%	-27%	0%	-8%	?	4%	2%	-5%
Cc1cc(NC(=O)C2CC2)ncc1NC(=O)c1ccccn1	1%	?	26%	i	-11%	9%[46 µM]	0%	-14%
COc1ccc(CCN=CC2=C(O)CCCC2=O)cc1OC	4%	-7%	5%	i	0%	-5%	0%	-2%
CCc1cc2c(SCC(=O)c3ccc(Cl)s3)ncnc2s1	-1%	10%	36%[activator]	-10%	-5%	-9%	0%	-4%
COc1ccc2nc(NC(=O)C3CCCN(S(=O)(=O)c4cccc5nsnc45)C3)sc2c1 (stereo not given)	-2%	7%	9%	-21%	2%	-11%	-4%	0%
O=C(COC(=O)c1cccs1)NC1CCCCC1	-8%	1%	-1%	-4%	-4%	1%	-1%	-7%
COc1ccc([N+](=O)[O-])cc1N(CC(=O)NC1CCCCC1)S(C)(=O)=O	-1%	7%	-3%	i	6%	-1%[46 µM]	-1%	0%
COc1ccc(N2CCN(C(=O)NC3CC(=O)N(c4ccc(OC)cc4)C3)CC2)cc1 (stereo not given)	1%	-48%	-2%	-1%	-6%	.	-2%	?
Cc1cccc(NC(=O)CCCn2c(=S)[nH]c3ccccc3c2=O)c1	-5%	-20%	-7%	i	-5%	.	-2%	-3%
Cc1cccc(/C=N/Nc2ccc3ccccc3n2)c1	-5%	-36%[inhibitor]	1%	-10%	-11%	?	0%	?
Cc1ccc(CNC(=O)/C=C/c2ccc(S(=O)(=O)N3CCOCC3)cc2)cc1	6%	-52%[inhibitor]	7%	1%	-6%	-4%	0%	3%
CC(C)N(C)S(=O)(=O)c1ccc(Cl)c(C(=O)O)c1	-5%	18%	-6%	0%	1%	.	-1%	-12%
O=C(c1ccccc1)N1CC(COc2ccccc2)OC(c2ccco2)O1 (stereo not given)	-4%	9%	8%	-8%	18%	5%[0.0737 µM]	-1%	6%
NS(=O)(=O)c1ccc(NC(=S)NC2CCCC2)cc1	0%	-6%	-5%	-3%	?	10%	2%	-4%
Cc1c(NC(=O)/C(C#N)=C/C2CC=CCC2)c(=O)n(-c2ccccc2)n1C (stereo not given)	-5%	-1%	-4%	7%	-7%	2%	-4%	-30%
O=C(OC(c1ccc(NS(=O)(=O)c2ccccc2)cc1)(C(F)(F)F)C(F)(F)F)c1ccccc1	6%	-23%	-12%	-13%	-3%	?	-5%	-4%
COc1ccc(-c2n[nH]c3c2C(c2ccc(OC)c(OC)c2)N(c2ccccc2)C3=O)cc1 (stereo not given)	-10%	23%	171%	i	2%	-19%	-3%	10%
CCOC(=O)c1cnn(-c2ccccc2)c1-c1ccccc1	-10%	-15%	6%	i	?	-6%	1%	-1%
Cn1cc(CCNC(=O)CC2C(=O)NCCN2CC(c2ccccc2)c2ccccc2)cn1 (stereo not given)	0%	.	-17%	-3%	.	.	3%	-6%
O=c1[nH]cnc2ccc([N+](=O)[O-])cc12	-5%	.	3%	7%	.	.	-3%	-5%
COc1ccc(NC(=O)CN2C(=O)C(C)SC(C)C2=O)cc1 (stereo not given)	0%	-17%	-4%	4%	-6%	-7%	-14%	-3%
C/C(CC(=O)Nc1ccc([N+](=O)[O-])cc1)=N/NC(=O)C1CC12CCC2 (stereo not given)	-4%	-10%	4%	i	?	-13%[46 µM]	-1%	12%
CC(NC(=O)C(Cc1ccccc1)N1C(=O)C2C3CCC(C3)C2C1=O)c1ccccc1 (stereo not given)	-7%	-6%	2%	-2%	-5%	4%	2%	-1%
Cc1cccc(C(=O)N[C@H](C(=O)OCC(=O)NC(=O)c2cccn2C)C(C)C)c1	-10%	11%	5%	-3%	3%	-5%	11%	-3%
C=CCn1c(SCC(=O)Nc2nnc(C)s2)nnc1-c1cccnc1	11%	23%	-1%	0%	4%	.	0%	3%
COc1ccc(Oc2ccc(/C=C/C(=O)c3ccc(O)cc3)cc2[N+](=O)[O-])cc1	-14%	-103%[inhibitor]	0%	-5%	?	?	-16%	-16%
CCOc1ccccc1C(=O)OCC(=O)Nc1ncc(C(F)(F)F)cc1Cl	0%	10%	26%	i	-10%	4%	-1%	-2%
Cc1ccc(/C=C/C(=O)Nc2ccc([N+](=O)[O-])c(NC(=O)/C=C/c3ccc(C)o3)c2)o1	20%	-5%	-14%	?	?	-6%	-27%	?
Cc1noc(C)c1COC(=O)c1ccc2c(c1)S(=O)(=O)c1ccccc1C2=O	0%	-19%	8%	10%	13µM*	1%	-5%	2%
Cc1cccc(NC(=O)CSc2nsc(SCC(=O)Nc3cccc(C)c3)c2C#N)c1	2%	10%[1.84 µM]	114%[activator]	-6%	?	-20%	1%	-1%
Cc1ccc(NC(=O)Cc2ccc(-n3cccc3)cc2)c(C)c1	5%	-13%	15%	-4%	-2%	1%	-3%	4%
CCOc1cc(/C=C2/N=C(C)C(C(=O)OC)=C2O)ccc1O	6%	.	34%[activator]	-12%	?	17%[46 µM]	-4%	-8%
COCCN1C(=O)c2oc3c(C)cc(C)cc3c(=O)c2C1c1cccc(O)c1 (stereo not given)	8%	-34%[inhibitor]	-17%	-1%	?	0%	-3%	-1%
CC1CCN(C(=O)CSc2nnc(Cc3cccn3C)n2-c2ccc(F)cc2)CC1	3%	-16%	11%	-4%	?	-9%	0%	-5%
COC(=O)CN1C(=O)C2(C(C#N)=C(N)Oc3ccccc32)C2=C1CC(C)(C)CC2=O (stereo not given)	-2%	-9%	10%	-8%	6.3µM*	12%	-5%	-5%
CCOC(=O)c1sc(=S)n(-c2ccc(OC)cc2)c1N	-4%	.	5%	-4%	.	.	-4%	2%
Clc1ccc(-c2nc(NCCN3CCOCC3)c3ccccc3n2)cc1	3%	10%	9%	10%	5%	4%	-1%	-7%
CCN(CCNC(=O)C1CCN(Cc2nc(-c3cccc(Cl)c3)oc2C)CC1)c1ccccc1	-19%	-18%	5%	-8%	-15%	?	0%	?
CCOc1ccc(-n2c(O)c(/C=N/c3ccnn3Cc3ccncc3)c3ccccc3c2=O)cc1	-9%	-19%	188%[activator]	-5%	?	.	-2%	?
Cc1cc(Cl)ccc1NNC(N)=S	-5%	.	0%	-13%	.	.	-1%	8%
S=c1[nH]nc(-c2ccco2)n1/N=C/c1c(Cl)cccc1Cl	7%	.	-11%	i	.	.	-7%	5%
